Compound activity: PubChem, several laboratories
GSK3B inh: inhibitors of human GSK3beta kinase; GST-GSK3beta kinase, ADP-Glo luminescence, 60 min; active compounds read low; activity score (negative = inhibition), % at 10 µM; P49841; 0.038% of 300,000 active;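 active = more than half of replicate wells score below -50%, meaning over 50% inhibition versus plate controls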;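 note: 0% = median DMSO wells and -100% = median GW8510 positive control wells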
Target sequence (P49841 whole entry, looked up): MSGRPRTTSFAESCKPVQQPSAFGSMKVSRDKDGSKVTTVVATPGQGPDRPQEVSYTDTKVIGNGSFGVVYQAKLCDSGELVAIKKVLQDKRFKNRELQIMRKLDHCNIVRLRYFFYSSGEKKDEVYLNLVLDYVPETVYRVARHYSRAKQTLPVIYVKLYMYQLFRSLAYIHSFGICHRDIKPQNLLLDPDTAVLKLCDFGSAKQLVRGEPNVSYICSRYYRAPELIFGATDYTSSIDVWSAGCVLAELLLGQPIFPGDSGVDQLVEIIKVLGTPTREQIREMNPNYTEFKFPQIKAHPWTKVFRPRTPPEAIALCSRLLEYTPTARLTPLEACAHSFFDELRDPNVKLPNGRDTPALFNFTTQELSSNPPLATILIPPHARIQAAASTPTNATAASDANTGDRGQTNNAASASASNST
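Assay system: GST-fused GSK3beta enzyme, cell-free / Medium: Tris pH 7.5 buffer with MgCl2, DTT, BSA, heparin / Also added: peptide substrate plus 25 µM ATP (final) / Compound: 10 µM single point / Timing: kinase reaction with compound 60 min at room temperature / Detection: ADP-Glo luminescence / Benchmarks: DMSO neutral wells and GW8510 at 20 µM as positive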
HSF1 inh: HSF1 inhibition; NIH3T3-HGL HSE-luciferase, MG132-induced, luminescence 8 h; active compounds read low; activity change, negative = inhibition, % at 7.5 µM (by protocol); 0.77% of 300,000 active; AID 2098;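 active = more than half of replicate wells show activity change below -50%, luminescence cut by over half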;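 note: luciferase reports HSF-1 transcriptional activity via heat shock element; 0% = median of DMSO wells and -100% = zero luminescence signal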
HSP90 inh: blocks HSP90-mediated luciferase refolding in reticulocyte lysate. 0.91% of 290,000 active. inhibition, % at 5.6 µM. Rabbit reticulocyte lysate, luciferase refolding luminescence, 3 h. AID 1789;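 active = inhibition above the screen-wide mean plus 3 SD, computed separately per campaign, cut at about 16% in these data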;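 note: 0% = DMSO wells and 100% = 60 µM geldanamycin wells; inhibitors lower the luminescence because luciferase stays unfolded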
KLF5 inhibitor: suppresses KLF5 promoter-driven expression; DLD-1 KLF5 promoter-luciferase reporter, luminescence; inhibition, % at 5 µM; 0.23% of 290,000 active;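 active = inhibition above a per-plate limit of that plate's mean compound inhibition plus 3 SD, cut at about 60% in these data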;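 note: 0% = DMSO wells and 100% = LY294002 at 200 µM; higher means less KLF5 promoter-driven luciferase light; inactives centre near -14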
HSF1 activator: increases HSF-1 driven luciferase reporter signal | NIH3T3-HGL HSF-1 luciferase reporter, MG132, 8 h; 100% = twice DMSO control signal | 1.7% of 300,000 active | activation, % at 9 µM;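 active = mean replicate activation of at least 50% with a set share of replicates each reaching 50%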;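 note: 0% = median of the neutral control wells and 100% = twice that signal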
aSyn 5UTR inh: MLPCN primary screen, SNCA 5' untranslated region; alpha-synuclein 5'UTR reporter, inhibitor activity; inhibition, % (tested at 7.5 µM); 0.82% of 300,000 active; in the data active = inhibition above about 60%;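 note: H4 neuroglioblastoma cells stably carrying SNCA 5'UTR luciferase fusion; 0% = DMSO wells and 100% = positive control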
GSK3 alpha inh: human GSK-3 alpha kinase inhibition; 0.1% of 320,000 active; inhibition, % at 10 µM; P49840; ADP-Glo luminescence, 60 min;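 in the data active = inhibition above about 50%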;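 note: GST-tagged GSK-3 alpha with peptide substrate and 25 µM ATP; 0% = DMSO neutral wells and 100% = GW8510 positive control wells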
Target sequence (P49840 whole entry, looked up): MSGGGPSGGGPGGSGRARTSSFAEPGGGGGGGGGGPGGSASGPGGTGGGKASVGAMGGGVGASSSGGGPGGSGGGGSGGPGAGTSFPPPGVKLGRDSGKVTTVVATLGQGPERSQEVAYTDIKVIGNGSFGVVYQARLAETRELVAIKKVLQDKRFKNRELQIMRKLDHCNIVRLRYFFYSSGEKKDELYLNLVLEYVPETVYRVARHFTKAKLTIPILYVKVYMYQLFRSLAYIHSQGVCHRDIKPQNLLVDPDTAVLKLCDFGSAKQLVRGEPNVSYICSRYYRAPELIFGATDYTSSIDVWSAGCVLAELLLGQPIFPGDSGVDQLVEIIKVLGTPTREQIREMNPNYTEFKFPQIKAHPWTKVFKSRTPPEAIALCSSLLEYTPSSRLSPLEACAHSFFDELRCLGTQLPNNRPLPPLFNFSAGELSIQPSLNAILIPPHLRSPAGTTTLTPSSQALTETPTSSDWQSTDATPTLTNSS
IEC-6 tox: kills IEC-6 intestinal cells in KLF5 counter-screen; IEC-6 cytotoxicity, luminescence viability; inhibition, % at 5 µM; 0.78% of 290,000 active; AID 1825; in the data active = inhibition above about 22%;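 note: 0% = plate median of test compound wells and 100% = cytotoxic reference compound wells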
AI-2 QS mod: modulators of Vibrio harveyi AI-2 quorum sensing system; Vibrio harveyi JMH597 AI-2 luminescence/OD600 ratio, 9 h; active compounds read low; strain lacks LuxN and CqsS sensors; 0 = neutral-control median; activity change, % at 7.5 µM; 0.4% of 300,000 active; AID 2094; in the data active = activity change below about -75%, passing the limit was not always enough;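 note: luminescence divided by OD600 gain over 9 h not by final OD600 alone; inactives centre near 13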
HIF activator: HIF pathway transcriptional activation | U2OS HRE-luciferase reporter, luminescence; normalized: DMSO 0%, desferrioxamine 100% | activation, % at 7.5 µM (by protocol) | 0.32% of 300,000 active | AID 1910;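 active = mean activation of at least 10% of the iron chelator positive control signal, with at least half of replicates also reaching 10%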
* marks the source's active call; other numbers are inactive results; / = not tested or not shown.

SMILES	GSK3B inh	HSF1 inh	HSP90 inh	KLF5 inhibitor	HSF1 activator	aSyn 5UTR inh	GSK3 alpha inh	IEC-6 tox	AI-2 QS mod	HIF activator
CCC(c1nnnn1C1CCCC1)N1CCN(C(=O)c2ccco2)CC1 (stereo unspecified)	5	2	-4	-21	8	6	-8	-2	21	0.1
Cc1ccccc1Nc1nnc(SCC(=O)Nc2ncc(C(F)(F)F)cc2Cl)s1	-2	2	2	-3	6	3	3	9	18	0.2
N#CC1=C(N)Nc2ncnn2C1c1ccc([N+](=O)[O-])cc1 (stereo unspecified)	-2	-6	6	13	3	2	1	0	10	0.2
CCn1cc(S(=O)(=O)c2ccc(Cl)cc2)c(=O)c2cc(OC)ccc21	4	0	-3	-25	2	-22	0	3	17	0.0
O=C(Nc1nccs1)c1cccc(NC(=O)C2CC2)c1	-3	-1	3	-23	-12	-22	8	2	13	0.3
Cc1ccc(S(=O)(=O)NCC(=O)OC(C(=O)c2ccccc2)c2ccccc2)cc1 (stereo unspecified)	-5	-3	2	-4	6	30	0	-5	8	0.3
O=C(NCCn1cccn1)c1ccc(OC2CCN(CCc3ccccc3)CC2)cc1	5	-3	-1	-9	25	-6	0	4	10	1.5
COc1ccccc1CN1CC(C(=O)N2CCCCCCC2)CCC1=O (stereo unspecified)	-2	-3	-2	-6	-16	9	-2	0	11	0.5
NC(=O)Nc1ccc(C(=O)OCC(=O)Nc2ccc([N+](=O)[O-])cc2C(F)(F)F)cc1	1	0	-2	-4	4	-12	0	-1	21	-2.0
OCCC1CN(CCCc2ccccc2)CCN1Cc1ccccc1 (stereo unspecified)	-3	-4	-2	-22	-3	1	0	23*	19	-0.4
COc1ccc(CC(NC(C)=O)C(=O)NC2CCN(C(=O)c3ccncc3)CC2)cc1OC (stereo unspecified)	2	2	-1	-14	-1	2	-1	-2	13	-0.1
COc1ccc(CCNCC(=O)Nc2ccccc2C(F)(F)F)cc1	3	3	2	-13	-1	-19	-8	-2	7	-0.1
c1ccc(-n2cc(CN3CCCC(CN4CCCC4)C3)c(-c3ccc4c(c3)OCO4)n2)cc1 (stereo unspecified)	4	1	1	-15	26	-34	0	9	2	0.1
CCn1c(SCC(=O)O)nnc1-c1ccc(S(=O)(=O)N2CCCC2)cc1	-1	-5	-1	15	0	10	1	-4	26	3.3
Cc1cc(C)c2[nH]c(C(=O)N3CCC(n4nccc4NC(=O)C4CC4)CC3)c(C)c2c1	-6	-5	-3	-8	-1	11	/	-1	12	-0.7
O=C(Oc1cccc(Nc2ncnc3ccccc23)c1)c1cccnc1	1	-1	1	-7	11	-17	-1	4	30	1.8
CCOc1ccccc1Oc1cn[nH]c1-c1ccc(OCC(=O)NN)cc1O	0	-1	0	-7	2	-2	-1	2	29	-20
CC(C)c1ccc(NC(=O)C2C3C=CC4(CN(CCCN5CCOCC5)C(=O)C24)O3)cc1 (stereo unspecified)	1	-7	6	-55	-10	8	0	9	23	-0.6
O=C(O)C1C2CCC(O2)C1C(=O)Nc1ccc(OC(F)F)cc1 (stereo unspecified)	-20	-9	-1	-14	-9	-3	0	-3	14	-0.1
CCCOc1ccc(Cc2c(O)nc(SC)[nH]c2=O)cc1C	-3	-5	-2	-3	13	6	0	0	21	-13
Cc1ccc(C)c(NC(=O)C2C(c3ccccc3)C2(Cl)Cl)c1 (stereo unspecified)	2	12	0	-22	20	12	-7	-2	9	-0.8
COC(=O)c1sc(N2C(=O)C(O)=C(C(=O)c3ccc(C)o3)C2c2ccco2)nc1C (stereo unspecified)	0	3	1	-3	8	10	1	-6	10	-0.2
Cc1ccc(C)c(CN2CCC(CNC(=O)Nc3ccc(F)c(Cl)c3)CC2)c1	-2	5	-2	-42	6	12	-1	4	6	-0.4
Cc1cc(C)cc(OCC(=O)NNC(=O)c2ccoc2C)c1	-2	-1	1	-15	-12	-2	-1	3	-30	-0.3
O=C(CC(c1ccccc1O)N1CCCCC1)N1CCCCC1 (stereo unspecified)	1	6	0	-51	-2	-11	0	-7	16	0.8
CCOc1cc(C2/C(=C(\O)c3cc(C)ccc3C)C(=O)C(=O)N2CCN(C)C)ccc1O (stereo unspecified)	-1	1	2	-28	1	10	-3	2	16	-18
CCN1CCc2c(OCC(=O)N3CCCCC3)cccc2C1=O	-1	-1	-2	5	6	2	-2	-7	19	-0.4
COCCNC(=S)N1CCC(c2nc(-c3ccc(F)cc3)no2)CC1	0	4	0	-26	-8	-18	-1	4	4	-0.1
CC1(C)CC2CC(C)(CN2C(=S)Nc2ccccc2)C1 (stereo unspecified)	0	4	1	-1	2	11	-1	5	16	-0.4
CCN(CC)c1ncnc2c1sc1nc(C)cc(C)c12	-5	-9	-5	-34	5	44	3	-1	-6	0.0
O=C(COC(=O)c1ccco1)c1ccc(S(=O)(=O)N2CCCCC2)cc1	-3	-1	0	-14	-15	-10	0	-3	-8	0.2
Cc1nc2ncnn2c(C)c1CCC(=O)NCCc1ccccc1	-2	2	-1	9	3	-10	-2	3	14	0.5
CN(C)c1ccc(P(=O)(COc2ccc([N+](=O)[O-])cc2)c2ccc(N(C)C)cc2)cc1	4	5	0	-6	-2	-12	-1	1	25	0.5
Cc1noc(C)c1COC(=O)c1ccccc1NC(=O)c1ccco1	2	11	0	-13	-4	29	5	2	13	-1.1
CCOc1ccc(-n2c(SCC(N)=O)nnc2-c2ccco2)cc1	-2	-2	7	-25	-3	11	-2	2	31	-1.8
COc1cccc(N2C(=O)C(O)=C(C(C)=O)C2c2ccc(OC)c(OC)c2)c1 (stereo unspecified)	-2	/	6	19	/	-12	-5	-1	20	0.6
O=C(Cc1c[nH]c2ccccc12)N1CCc2ccccc21	0	3	-2	-52	3	-63	0	6	21	1.1
COC(=O)c1cc(S(=O)(=O)N2CCN(c3cc(C)ccc3C)CC2)c[nH]1	0	-5	-4	-25	-13	-19	-1	9	28	0.1
CC(=O)c1ccc(OC(=O)c2nc(-c3ccccc3)oc2C)cc1	3	4	10	-16	9	14	3	-8	1	-0.6
O=C(NCc1ccco1)C1CC(=O)N(c2ccc(Cl)cc2)C1 (stereo unspecified)	0	7	-2	6	6	0	2	6	16	0.0

Molecules above with a Cl atom:
SMILES	GSK3B inh	HSF1 inh	HSP90 inh	KLF5 inhibitor	HSF1 activator	aSyn 5UTR inh	GSK3 alpha inh	IEC-6 tox	AI-2 QS mod	HIF activator
Cc1ccccc1Nc1nnc(SCC(=O)Nc2ncc(C(F)(F)F)cc2Cl)s1	-2	2	2	-3	6	3	3	9	18	0.2
CCn1cc(S(=O)(=O)c2ccc(Cl)cc2)c(=O)c2cc(OC)ccc21	4	0	-3	-25	2	-22	0	3	17	0.0
Cc1ccc(C)c(NC(=O)C2C(c3ccccc3)C2(Cl)Cl)c1 (stereo unspecified)	2	12	0	-22	20	12	-7	-2	9	-0.8
Cc1ccc(C)c(CN2CCC(CNC(=O)Nc3ccc(F)c(Cl)c3)CC2)c1	-2	5	-2	-42	6	12	-1	4	6	-0.4
O=C(NCc1ccco1)C1CC(=O)N(c2ccc(Cl)cc2)C1 (stereo unspecified)	0	7	-2	6	6	0	2	6	16	0.0

Later entries:
SMILES	GSK3B inh	HSF1 inh	HSP90 inh	KLF5 inhibitor	HSF1 activator	aSyn 5UTR inh	GSK3 alpha inh	IEC-6 tox	AI-2 QS mod	HIF activator
Cc1ccc(C)c(OCC(=O)Nc2cccc(C(=O)O)c2)c1C	-2	15	1	-53	23	-110	13	1	27	1.7
O=C(c1cc2ccccc2oc1=O)N(Cc1ccccc1F)C1CCS(=O)(=O)C1 (stereo unspecified)	-1	9	4	-29	1	-95	/	-1	6	2.8
COc1ccccc1C(=O)N/N=C(\C)c1cccnc1	1	3	/	/	6	-31	4	/	29	0.2
COc1nc2ccccc2nc1OC	0	-5	3	-21	4	4	-4	2	8	-0.2
Cc1c(N2C(=O)c3ccc(F)cc3C2=O)c(=O)n(-c2ccccc2)n1C	-1	-3	-1	-35	-13	-20	-2	-4	6	0.1
CC(C)N1CCN(Cc2ccc(C#CC(C)(C)O)cc2)CC1CCO (stereo unspecified)	0	/	-5	-23	/	30	0	-2	8	0.0
Cc1sc2nc[nH]c(=O)c2c1-c1ccc(Cl)cc1	2	-2	-2	-13	27	5	4	-1	18	-27
CC1CCN(CCOCCOc2ccc(Br)cc2Cl)CC1	-3	-2	-1	-16	-8	-2	-8	15	5	-3.3
COC(=O)C(NC(=O)CCc1c(C)nc2ncnn2c1C)C(C)C (stereo unspecified)	-3	-2	-4	-11	9	4	-4	-3	3	0.1
CC(C)OC(=O)c1cc(NC(=O)C2C3C=CC(O3)C2C(=O)O)cc(C(=O)OC(C)C)c1 (stereo unspecified)	-2	-12	3	-4	-13	23	-2	7	3	2.4
COc1ccccc1C(=O)NC(=S)Nc1ccc(S(=O)(=O)N2CCN(C)CC2)cc1	0	-8	-6	-8	-7	-12	-2	-2	15	0.2
COCCCNS(=O)(=O)c1ccc(Cl)c(C(F)(F)F)c1	-1	-5	-1	-21	-7	13	-2	2	-6	-1.2
CC(C)CC(NC(=O)C1CCC(C)CC1)C(=O)NCc1ccco1 (stereo unspecified)	2	-3	0	-9	6	-9	-1	-3	32	-1.3
Cc1ccc(S(=O)(=O)NN2Cc3ccccc3C2=N)cc1	-3	-17	-4	-26	-5	1	2	2	9	0.6
O=C1C=C(OCc2ccccc2)CN1	-3	-7	-3	-4	-10	-15	-3	-5	9	-0.4
CCOC(=O)N1CCN(Cc2nc3c(c(=O)[nH]c(=O)n3C)n2CCCc2ccccc2)CC1	2	-1	-2	-16	8	9	-1	-2	16	-0.4
CCOc1ccc(OCc2ccc(C(=O)N3CCCCC3)o2)cc1	-3	3	23*	-70	-3	-27	-1	-4	-3	0.7
COc1ccccc1N1CCN(C2CCCN(C(=O)CC(F)(F)F)C2)CC1 (stereo unspecified)	1	1	-1	-36	-6	16	1	-4	12	0.4
O=C(NCC1CCCO1)c1cncc(Br)c1 (stereo unspecified)	0	-1	-1	-29	11	15	1	0	-7	-0.5
CNC(=O)Nc1ccc2snnc2c1	2	-2	2	-33	-6	-20	0	6	20	0.2
CN(C)c1cc[n+](CC(=O)Nc2ccccc2C(F)(F)F)cc1	-1	-1	2	-3	6	-8	-2	3	-4	0.6
Cc1nnc(NC(=O)c2cccc(S(=O)(=O)N3CCCC3)c2)s1	-2	1	4	-27	8	-25	-3	10	0	-0.3
O=C(O)CCCNC(=O)c1cccc(C(=O)NCCCC(=O)O)n1	1	10	-3	-24	12	27	0	-5	11	-1.2
COc1ccccc1NC(=O)Cn1cc(C(=O)C2CC2)c2ccccc21	1	-4	-1	-14	2	21	0	-8	22	-0.8
CC1CCCC(C)N1C(=O)CSc1ncccn1 (stereo unspecified)	/	4	2	14	18	-36	-1	2	/	0.3
O=c1cc(CN2CCOCC2)c2c(ccc3ccccc32)o1	0	-2	1	-11	6	-2	-1	7	14	-0.1
COc1ccc(C(O)c2ncc(C(F)(F)F)cc2Cl)cc1 (stereo unspecified)	-4	-21	2	-13	-31	5	-2	-3	16	-1.0
CCN(C(=O)COC(=O)c1cc(-c2ccccc2)nc2ccc(Br)cc12)C1CCS(=O)(=O)C1 (stereo unspecified)	0	-8	3	-5	-6	5	-11	3	14	1.2
